Source: PubChem (several laboratories)
HTR2A ag: mouse HTR2A agonism via beta-arrestin recruitment | P35363 | CHO-K1 mHTR2A beta-arrestin complementation, luminescence; percent of 30 µM serotonin response | activation, % at 7.6 µM | actives 0.66% (n = 360,000);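 active = activation above a run cutoff, the mean activation of all tested compounds plus 3 SD, cut at about 14% in these data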;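 note: 0% = plate median of compound wells and 100% = 30 µM serotonin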
MC4R antagonist: antagonists of human melanocortin 4 receptor (MC4R); P32245; MC4R-expressing cells, MTII-stimulated cAMP, LANCE TR-FRET; inhibition, % at 6.5 µM; actives 0.48% (n = 360,000);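 active = inhibition above its plate's cutoff, the mean of tested wells on that plate plus 3 SD, cut at about 29% in these data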;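 note: 0% = Melanotan II alone and 100% = Melanotan II plus saturating MCL0020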
Target sequence (P32245 whole entry, looked up): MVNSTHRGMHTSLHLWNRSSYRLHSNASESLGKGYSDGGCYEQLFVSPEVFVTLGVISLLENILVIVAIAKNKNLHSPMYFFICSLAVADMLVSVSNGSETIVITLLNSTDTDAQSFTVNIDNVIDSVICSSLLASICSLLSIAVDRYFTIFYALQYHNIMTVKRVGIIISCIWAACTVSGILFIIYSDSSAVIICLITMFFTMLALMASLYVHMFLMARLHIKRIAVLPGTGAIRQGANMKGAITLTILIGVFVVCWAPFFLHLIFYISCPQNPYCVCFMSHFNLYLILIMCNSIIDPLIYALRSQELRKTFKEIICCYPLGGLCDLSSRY
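Material – human MC4R-expressing U2OS cells · Repeats – no replicates · Detection – TR-FRET with Eu-cAMP and labeled anti-cAMP, 671 nm · Times – compound 30 min, challenge 1 h, detection 1 h · Compound – single nominal compound dose of 6.5 µM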
PDI turbidity: PDI (human) enzyme inhibition; actives 0.052% (n = 350,000); inhibition, % at 10 µM; PDI insulin aggregation turbidity, A650, 90 min; P07237; AID 588391;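 active = mean inhibition across replicates of 30% or more, whatever share of single replicates reach that level; inconclusive = mean inhibition below 30% while every single replicate reaches 30%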;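 note: absorbance from insulin aggregation driven by PDI reduction with DTT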
Target sequence (P07237 whole entry, looked up): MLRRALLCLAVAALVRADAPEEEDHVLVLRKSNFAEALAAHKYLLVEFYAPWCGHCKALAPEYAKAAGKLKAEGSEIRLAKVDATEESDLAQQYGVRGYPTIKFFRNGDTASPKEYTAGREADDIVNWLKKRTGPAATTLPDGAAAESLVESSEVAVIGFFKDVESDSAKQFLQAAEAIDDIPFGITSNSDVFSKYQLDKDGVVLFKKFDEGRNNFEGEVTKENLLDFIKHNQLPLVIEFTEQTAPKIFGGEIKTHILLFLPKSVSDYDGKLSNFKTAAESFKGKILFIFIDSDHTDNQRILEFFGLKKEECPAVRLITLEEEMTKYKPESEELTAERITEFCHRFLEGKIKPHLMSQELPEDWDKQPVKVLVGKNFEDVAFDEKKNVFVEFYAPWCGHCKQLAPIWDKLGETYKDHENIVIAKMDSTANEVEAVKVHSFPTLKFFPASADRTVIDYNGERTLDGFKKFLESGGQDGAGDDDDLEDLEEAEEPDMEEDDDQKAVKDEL
Vif imaging: inhibitors of HIV Vif; HEK293T cells, Vif self-association by quenched fluorescence, imaging, 24 h; inhibition, % at 7.49 µM; actives 0.35% (n = 340,000); in the data active = inhibition above about 50%, passing the limit was not always enough; inconclusive = no clear call, values can overlap the other calls; inactive = below about 31%; note: some results filed as inactive read as strong as hits
Cardio protect: protects H9c2 cardiomyocytes from peroxide injury | AID 588492 | H2O2 injury protection, ATPLite, 2 h | actives 0.63% (n = 360,000) | protection from H2O2 cell death, % at 20 µM;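 active = compounds giving at least 50% protection of heart cells from peroxide-induced death in the single-dose screen, raw or plate-pattern-corrected value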;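 note: 0% = DMSO wells with peroxide and 100% = DMSO wells without peroxide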
aDG glyco act: increases alpha dystroglycan glycosylation; activation, % at 10 µM; Pro5-aDG cells, alpha-DG glycosylation AlphaScreen (IIH6); 0% Pro5, 100% B10-LARGE cell signal; actives 0.22% (n = 360,000);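 active = activation of at least 8% versus controls, or a plate z-score of at least 8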;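 note: Pro5 are CHO cells carrying HIG-tagged alpha-DG that lacks glycosylation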
CaV13 FRET inh: Primary screen for inhibitors of IQ motif and Ca2+-dependent inactivation inhibitor domain binding in CACNA1D, Förster resonance energy transfer in living cells, …; actives 0.098% (n = 340,000); HEK cells, CFP/YFP FRET ICDI-IQ, plate reader, 10 min; percent FRET-ratio fall versus neutral wells; AID 743397; inhibition, % at 12.3 µM;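 active = mean replicate inhibition of at least 30% and at least 1% of replicates passing that level; inconclusive = only one of the two criteria is met; inactive = neither criterion is met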;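 note: 0% = median of the neutral control wells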
MC4R ag barr: activates human MC4R beta-arrestin recruitment; P32245; activation, % at 8.9 µM; U2OS MC4R beta-arrestin complementation, luminescence; percent of melanotan II response, DMSO zero; actives 0.98% (n = 360,000);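 active = activation above a per-plate cutoff, the mean activation of sample wells on that plate plus 3 SD, cut at about 8% in these data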
N-glyco inh: N-linked glycosylation inhibition | D54 ERlucT glycosylation luciferase reporter, 24 h; percent of 100 nM tunicamycin response | reporter increase, % at 12.5 µM | actives 0.23% (n = 360,000);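 active = mean luciferase reporter signal, scaled so untreated is 0 and the glycosylation-blocking control 100, at or above a set limit in every replicate; inconclusive = mean reaches the limit but not every replicate does; inactive = mean below the limit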;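 note: luciferase carries N-glycosylation sites so blocking glycosylation raises the light; 0% = median of neutral control wells and 100% = median of 100 nM tunicamycin wells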
ABCB6 inh 2: human ABCB6 transporter inhibition | Q9NP58 | K562-ABCB6 porphyrin accumulation, flow cytometry, 1 h; stronger effect = lower value | fluorescence ratio to DMSO, % at 10 µM | actives 0.19% (n = 360,000) | AID 602162;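 active = fluorescence ratio to DMSO below 75%, the collection mean minus 3 SD; inconclusive = too few cells collected in the well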;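 note: signal is porphyrin accumulated inside mitochondria; 100% equals median channel fluorescence of DMSO control wells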
The depositor's hits bear a star; ? = inconclusive; nt = not tested or not shown.

Structure	HTR2A ag	MC4R antagonist	PDI turbidity	Vif imaging	Cardio protect	aDG glyco act	CaV13 FRET inh	MC4R ag barr	N-glyco inh	ABCB6 inh 2
CCOC(=O)CSC1=N/C(=C/c2ccc(-n3cncn3)cc2)C(=O)N1C(C)=O	7	0	1	-5	26	-0.2	2	-1.8	22	94
O=C1CN(C(=O)CSc2nc3cc(Cl)ccc3c(=O)n2Cc2ccccc2)c2ccccc2N1	5	14	-18	-1	9	-0.6	3	-5.4	-7	98
CCCN=C(N)/C(C(=O)OCC)=C(\O)c1ccc(OC)cc1	2	-6	13	33	-4	-0.1	-9	-0.3	1	109
CCC(CO)Oc1cc(NCc2ccc(C(F)(F)F)cc2)c2ncn(C(C)C)c2c1 (stereo not drawn)	-1	5	9	-2	-13	0.3	-10	0.8	1	102
Cc1nnc(NC(=O)c2cccc(NC(=O)C(C)C)c2)s1	0	2	-3	0	-7	0.1	-5	-0.3	1	103
Cc1c(C(=O)O)cccc1-c1ccc(/C=N/Nc2ccc(Br)cc2)o1	-5	6	3	2	0	-0.2	-5	-3.7	3	96
COc1ccc(CCNC(=O)/C=C/c2ccc(S(=O)(=O)N3CCOCC3)cc2)cc1	8	4	0	8	-2	0.0	-2	0.6	-1	100
O=C(O)c1cc(NCc2ccc(F)cc2)ccc1N1CCOCC1	8	3	5	3	2	-0.4	nt	4.6	0	103
CCc1ccc(Nc2nc(N)nc(CSc3nc4ccccc4s3)n2)cc1	3	1	16	nt	-2	0.0	-5	-1.4	0	101
O=C(Cc1ccccc1)NC1CCS(=O)(=O)C1 (stereo not drawn)	-3	7	2	2	-4	0.2	-5	-2.9	0	144
O=C(Nc1ccc(Cl)c(Cl)c1)Nc1nnc(CSc2ccccc2)s1	1	-3	-10	-1	-25	-0.3	-5	0.2	-18	91
CC(=O)c1cnc2c(-c3cccc(Br)c3)cnn2c1C	0	15	2	0	-3	0.0	-5	-1.9	4	97
COc1cc(N)c(Cl)cc1C(=O)OCC(=O)N(C)C1CCCCC1	-2	7	-16	22	0	0.2	-2	-0.5	1	97
O=C(CC(NC(=O)c1ccccc1)c1ccccc1)Nc1cccc2ccccc12 (stereo not drawn)	-2	1	-13	4	1	0.8	-5	-0.4	-3	97
C=CCn1c(CC(=O)OC)csc1=Nc1ccc(C(C)=O)cc1	2	-11	-1	5	-8	0.8	-9	-0.5	0	92
Cc1oc(-c2cccc(F)c2)nc1CN1CCCCC1CCn1cccn1 (stereo not drawn)	3	1	6	0	-3	0.3	-11	-3.1	-2	100
CC(C)CCn1c(N2CCc3ccccc3C2)nc2c1c(=O)[nH]c(=O)n2C	3	5	-42	10	0	0.0	-6	-0.2	-3	95
CC1Cc2cc(S(=O)(=O)N3CCN(c4ccc(Cl)cc4)CC3)ccc2N1C(=O)C1CC1 (stereo not drawn)	2	9	9	2	-10	1.6	-2	-1.8	-1	102
Cc1ccccc1CC(=O)Nc1ccon1	-4	6	0	11	3	0.0	-5	-1.3	-1	97
COc1cc(/C=C2/SC(=S)N(c3c(C)n(C)n(-c4ccccc4)c3=O)C2=O)ccc1O	-4	7	11	-5	-2	-0.2	-6	-4.0	3	121

Going on with the list.
Structure	HTR2A ag	MC4R antagonist	PDI turbidity	Vif imaging	Cardio protect	aDG glyco act	CaV13 FRET inh	MC4R ag barr	N-glyco inh	ABCB6 inh 2
O=C1c2sc3nc4n(c(=O)c3c2CCC1Br)CCCCC4 (stereo not drawn)	11	10	-5	-1	-1	-0.7	-4	-0.4	2	103
Cc1ccc(CCN2C(=O)c3ccccc3C2C(=O)NCc2cccnc2)cc1 (stereo not drawn)	1	15	-2	-1	-3	-0.1	-5	0.8	1	100
CC(C)CN=CC1=C(O)c2ccccc2C1=O	-2	-4	-1	-12	5	0.1	-22	-2.1	-8	101
CCn1nccc1C(=O)Nc1ccccc1OC	3	13	-7	15	0	-0.2	-2	-1.1	2	99
Cc1ccc(S(=O)(=O)NCCC(=O)NC2CCC(C)CC2)cc1 (stereo not drawn)	2	12	-9	9	-4	0.4	-6	-1.1	1	105
Oc1ccc(C[C@H]2CNC(=S)N2CC2CCCN2C[C@H](Cc2ccc(O)cc2)N2C[C@H](Cc3ccccc3)N(CC3CCCCC3)C2=S)cc1 (stereo partly drawn)	-9	4	18	-20	-14	8.9*	-9	-1.4	-5	99
COCCn1c(SCC(=O)NC2CCCCC2C)nnc1-c1ccncc1 (stereo not drawn)	-5	29*	16	?	-2	0.0	-2	0.3	3	97
Cc1ccc(S(=O)(=O)N[C@@H](C)C(=O)N2CCC(C(=O)N[C@@H](Cc3ccccc3)C(=O)O)CC2)cc1	6	0	-3	?	-2	0.1	-5	-0.2	1	97
Cc1cc(C)n2nc(SCC(=O)Nc3ccc(F)cc3)nc2n1	1	-4	nt	15	0	0.1	0	-0.8	0	106
COCc1cccc(-c2csc(C(C)(O)c3cccc(F)c3)n2)c1 (stereo not drawn)	-1	9	-8	-9	-18	0.0	-8	-0.7	-1	97
CC(OC(=O)CCCNC(=O)c1ccc(Cl)cc1)C(=O)N(C)Cc1ccccc1 (stereo not drawn)	5	8	8	-9	-4	0.0	nt	-1.0	0	97
Cc1nnc(NC(=O)Cn2nc(C)c3ccccc3c2=O)s1	-1	1	-2	70*	-2	0.3	-6	0.1	0	101
CCOC(=O)c1c(C)[nH]c(C)c1C(=O)COC(=O)/C=C/c1ccc(OC(F)F)cc1	-7	-6	-3	4	4	0.5	-19	-0.9	0	97
O=C(N/N=C/c1cn(-c2ccccc2)nc1-c1ccccc1)c1ccco1	0	5	-3	-10	33	0.2	-4	-1.8	4	96
Cc1c(NC(=O)COC(=O)c2cccc(F)c2)c(=O)n(-c2ccccc2)n1C	4	6	3	-10	6	-0.1	-6	-1.3	1	96
C=CCc1cc(Cl)ccc1OCCN(C)C	-10	3	-1	-2	2	0.0	-7	0.5	0	100
CC=CCn1c(SCc2ccccc2)nc2c1c(=O)[nH]c(=O)n2C	-10	16	-5	nt	0	-0.1	-5	2.1	2	99
O=C(Cn1nnc(-c2ccc(S(=O)(=O)N3CCCC3)cc2)n1)NCC1CCCO1 (stereo not drawn)	6	18	0	-1	1	-0.2	-5	-0.5	-1	94
CN(C)CCCNC(=O)c1cc(C(=O)c2ccccc2F)c[nH]1	-4	16	-8	0	10	-0.1	-6	-1.3	-7	99
COc1ccc(-n2c(C)c(C(C)=O)c3cc(O)ccc32)cc1	-7	7	-5	nt	26	0.7	nt	1.4	-12	95

The results go on.
Structure	HTR2A ag	MC4R antagonist	PDI turbidity	Vif imaging	Cardio protect	aDG glyco act	CaV13 FRET inh	MC4R ag barr	N-glyco inh	ABCB6 inh 2
Cc1cc(C)n2nc(CC(=O)NNC(=O)COc3cccc(C)c3C)nc2n1	1	6	-5	-3	2	0.0	-5	-2.2	0	99
COC(=O)[C@]12CCCCC=C1N(CCC1=CCCCC1)C(=O)[C@H](CC(=O)N1CCN(C(=O)c3ccco3)CC1)C2	-2	nt	nt	nt	nt	-0.1	-7	nt	nt	96
COc1ccc(NC(=O)Nc2ccccc2F)c(C)c1	-4	4	-11	-4	2	0.0	4	-1.9	1	104
Cc1ccc(S(=O)(=O)N(CC(=O)O)Cc2ccco2)cc1	2	-1	10	-7	-2	0.1	0	0.3	4	98
O=C1C(O)=CC(=C(c2ccccc2)c2ccccc2)c2ccccc21	-3	5	0	10	-7	0.0	-11	-2.5	9	97
Cc1[nH]c2ccccc2c1/C=N/n1cnnc1	0	16	-10	-4	4	0.8	-6	0.2	4	101
COC(=O)c1ccccc1NC(=O)CSc1nc2cccnc2n1C	2	6	4	-1	5	-0.1	0	-2.9	-2	101
COc1cccc(OC)c1OC(=O)c1ccccc1	1	3	4	0	-1	0.1	-6	-2.4	4	89
CCCn1c(C)cs/c1=N\C(=S)Nc1ccccc1	6	-3	15	1	-14	0.1	-2	4.3	0	101
O=C(NCCc1ccc(Cl)cc1)c1cnccn1	2	8	0	12	0	0.2	-12	-1.5	1	91
CCCc1cc(C(=O)Nc2cccc(C(C)=O)c2)no1	-1	0	nt	-2	-12	-0.3	-3	-0.8	-1	98
CCN(c1ccccc1)S(=O)(=O)c1ccc(Cl)c(C(=O)OCC(=O)c2[nH]c(C)c(C(C)=O)c2C)c1	-1	3	-16	1	-8	0.2	-2	-1.7	-1	98
COC(=O)c1ccc(Nc2cc(C)nc3ccc(C)cc23)cc1	-8	13	-3	-1	-9	0.2	-9	0.8	-4	101
Cc1ccc(-c2cc(C(=O)Nc3ccccc3C(N)=O)c3ccccc3n2)o1	3	2	-4	-9	-15	0.6	-4	0.5	9	97
CC(=O)N1c2ccc(S(=O)(=O)NCC3CCC(C(=O)Nc4ccc(C)cn4)CC3)cc2CC1C (stereo not drawn)	3	14	0	-13	-4	0.8	-4	-0.8	-4	100
COCC(=O)Nc1ccc2c(c1)[C@@H]1C[C@H](CC(=O)OC)O[C@H](CO)[C@@H]1O2	2	2	-2	3	-1	0.1	-6	-0.2	1	109
COc1cc(C(CCN2CCCC2)c2c(OC)cc(OC)c3c(-c4ccccc4)cc(=O)oc23)cc(OC)c1OC (stereo not drawn)	-1	12	2	12	-24	1.7	-4	-0.5	-6	96
CCOc1ccc(N2CC(C(=O)N3CCCCC3)CC2=O)cc1 (stereo not drawn)	5	3	10	4	2	0.1	-7	0.8	1	103
COc1ccc(C(=O)CC(=O)C(=O)Nc2cc(C)ccc2C)cc1	0	-1	-1	47	10	-0.1	-19	0.1	0	100
O=C(O)c1ccoc1CN1CCCCC1	0	3	-2	2	4	0.0	-6	-2.5	0	93

Next section.
Structure	HTR2A ag	MC4R antagonist	PDI turbidity	Vif imaging	Cardio protect	aDG glyco act	CaV13 FRET inh	MC4R ag barr	N-glyco inh	ABCB6 inh 2
Cc1cc(C(=O)Nc2ccc(C#N)cc2)on1	0	7	3	-2	-1	0.0	-5	-0.9	-1	105
O=C(c1ccc(Cl)cc1)c1c[nH]c(C(=O)NNc2cccc(Cl)n2)c1	1	-2	8	0	-12	1.1	-6	8.3*	-1	99
CN1CCC(N(C)S(=O)(=O)c2ccc(NC(=O)COc3ccc(Cl)cc3)cc2)CC1	-12	7	4	-7	-3	4.5	-3	-0.8	2	99
O=C(Nc1cccc(C(=O)N2CCCC2)c1)c1ccccc1Cl	7	10	14	nt	1	-0.2	-5	-0.5	-1	95
O=C(OCc1cc(=O)n2cc(Br)ccc2n1)C1COc2ccccc2O1 (stereo not drawn)	2	6	0	-3	9	-0.3	-4	-0.1	0	99
COc1ccc(/C=C/C(=O)Nc2ccc3c(c2)CCC3)cc1OC	-4	-1	-2	-6	-2	0.1	-4	-2.2	-2	98
